RGS7-Gao: human RGS7-Galphao interaction regulation | P09471 | Multiplexed bead flow cytometry, RGS7-Galphao binding; actives lie on both sides | binding response (% of control), % at 10 µM | 220,000 tested, 0.35% active | AID 1439; in the data active = binding response below about 49% or above about 150%; inconclusive = no clear call, values can overlap the other calls; inactive = in between;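 also: fluorescent Galphao held in activated GDP-AlF4 state binding bead-coupled RGS7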
Target sequence (P09471 whole entry, looked up): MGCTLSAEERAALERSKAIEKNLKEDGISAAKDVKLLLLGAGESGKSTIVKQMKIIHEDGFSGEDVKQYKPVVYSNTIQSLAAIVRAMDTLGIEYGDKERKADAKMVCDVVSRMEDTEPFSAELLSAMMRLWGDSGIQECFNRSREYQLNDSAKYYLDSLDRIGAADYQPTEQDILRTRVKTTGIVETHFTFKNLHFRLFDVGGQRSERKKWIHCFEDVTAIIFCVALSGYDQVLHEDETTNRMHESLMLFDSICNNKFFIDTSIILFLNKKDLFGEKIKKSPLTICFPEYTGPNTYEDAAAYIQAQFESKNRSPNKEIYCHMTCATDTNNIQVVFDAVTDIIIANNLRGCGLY
Bim-Bcl-W: inhibitors of Bim-Bcl-W interaction, human; inhibition, % at 10 µM; 190,000 tested, 0.02% active; bead-based flow cytometry, Bim peptide-Bcl-W binding; Q92843;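 also: 0% = bound tracer without compound and 100% = peptide blocker; higher means less fluorescent Bim peptide bound to Bcl-W beads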
Target sequence (Q92843 whole entry, looked up): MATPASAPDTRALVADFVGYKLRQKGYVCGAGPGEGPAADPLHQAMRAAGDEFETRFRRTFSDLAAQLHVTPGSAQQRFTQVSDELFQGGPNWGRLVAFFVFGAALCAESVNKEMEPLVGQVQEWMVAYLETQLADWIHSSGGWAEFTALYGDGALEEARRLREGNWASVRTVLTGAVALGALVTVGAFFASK
RGS8-Gao: human RGS8-Galphao interaction regulation; P09471; multiplexed bead flow cytometry, RGS8-Galphao binding; actives lie on both sides; response (percent of control binding), % at 10 µM; 220,000 tested, 0.34% active; in the data active = response below about 60% or above about 140%; inactive = in between;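 also: Galphao activated as the GDP aluminium fluoride complex binding bead-coupled RGS8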
Mcl-1 Bim block: inhibitors of Bim-Mcl-1 interaction, human; 190,000 tested, 0.1% active; inhibition, % at 10 µM; Q07820; Bead-based flow cytometry, Bim peptide-Mcl-1 binding;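 also: 0% = no compound tracer wells and 100% = peptide blocker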
Bcl-XL Bim block: human Bim-Bcl-XL interaction inhibition. Bim peptide-Bcl-XL binding, bead flow cytometry, fluorescence. inhibition, % at 10 µM. 190,000 tested, 0.04% active. AID 1007
RGS4-Gao reg: modulates binding of RGS4 to human Galphao; P09471; Multiplexed bead flow cytometry; actives lie on both sides; binding response (% of control), % at 10 µM; 220,000 tested, 0.33% active; AID 1415; in the data active = binding response below about 49% or above about 150%; inactive = in between;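 also: fluorescent Galphao activated with aluminum fluoride binding bead-coupled RGS4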
Bfl-1 Bim block: inhibitors of Bim-Bfl-1 interaction, human; inhibition, % at 10 µM; Q16548; 190,000 tested, 0.12% active; Bead-based flow cytometry, Bim-Bfl-1 binding inhibition;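 also: 0% = wells without compound plus tracer and 100% = blocker peptide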
Bcl-2 Bim block: disrupts Bim peptide binding to human Bcl-2 | AID 950 | Bead-based flow cytometry, Bim peptide-Bcl-2 binding | inhibition, % at 10 µM | 190,000 tested, 0.06% active; in the data active = inhibition above about 40%; inconclusive = no clear call, values can overlap the other calls;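 also: 0% = no compound wells with probe peptide and 100% = reference peptide inhibitor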
Target sequence (P10415 whole entry, looked up): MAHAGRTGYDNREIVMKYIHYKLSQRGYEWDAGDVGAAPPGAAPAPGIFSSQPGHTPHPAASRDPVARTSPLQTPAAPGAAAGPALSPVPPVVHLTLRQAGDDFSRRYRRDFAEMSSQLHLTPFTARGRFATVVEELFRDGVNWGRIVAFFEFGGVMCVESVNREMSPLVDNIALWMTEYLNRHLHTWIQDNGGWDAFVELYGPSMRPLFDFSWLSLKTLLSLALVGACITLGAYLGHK
Bcl-B Bim block: human Bim-Bcl-B interaction inhibition; Q9HD36; bead-based flow cytometry, Bim peptide-Bcl-B binding; inhibition, % at 10 µM; 190,000 tested, 0.073% active; AID 951;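 also: 0% = tracer peptide without compound and 100% = reference inhibitor peptide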
Target sequence (Q9HD36 whole entry, looked up): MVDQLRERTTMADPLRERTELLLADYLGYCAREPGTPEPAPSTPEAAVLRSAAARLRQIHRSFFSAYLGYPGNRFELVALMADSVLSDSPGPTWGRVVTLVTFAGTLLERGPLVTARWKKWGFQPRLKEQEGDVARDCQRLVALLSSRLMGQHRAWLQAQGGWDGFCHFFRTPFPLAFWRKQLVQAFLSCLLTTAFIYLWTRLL
Mcl1-Noxa inh: disrupts binding of human Mcl-1 to Noxa peptide; Q07820; TR-FRET Mcl-1/Noxa peptide binding, 2 h; inhibition, % at 21.7 µM; 220,000 tested, 1.5% active;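 active = compounds that cut the protein-peptide binding signal by more than 50% relative to plate controls in a single-dose test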;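 also: His-tagged Mcl-1 with rhodamine Noxa BH3 peptide and terbium anti-His antibody; 0% = Mcl-1 plus Noxa peptide wells and 100% = peptide-only wells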
Mcl1 Bid PPI: disrupts binding of human Mcl-1 to Bid peptide; Q07820; TR-FRET Mcl-1/Bid-Dy647 peptide binding, 1536-well; inhibition, % at 21.7 µM; 220,000 tested, 0.97% active; AID 1021;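 active = compounds that cut the binding signal by more than half at the single screening dose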;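 also: His-tagged Mcl-1 with europium anti-His antibody binding Bid BH3 peptide; 0% = Mcl-1 plus peptide wells and 100% = peptide-only wells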
Active calls of the source: *; ? = inconclusive; . = not tested or not shown. Rule as the data show it, unless noted: active = inhibition above about 40%.

SMILES	RGS7-Gao	Bim-Bcl-W	RGS8-Gao	Mcl-1 Bim block	Bcl-XL Bim block	RGS4-Gao reg	Bfl-1 Bim block	Bcl-2 Bim block	Bcl-B Bim block	Mcl1-Noxa inh	Mcl1 Bid PPI
CS(=O)(=O)Nc1ccc(-c2n[nH]c(=S)n2-c2ccccc2)cc1	103	1	99	-4	-8	100	-11	-8	-20	10	-13
CCS(=O)(=O)N1CCN(c2ccc(C(=O)N3CCOCC3)cc2[N+](=O)[O-])CC1	?	.	102	.	.	100	.	.	.	16	17
Cc1ccc(S(=O)(=O)CC(O)COc2ccc(C#N)cc2)cc1 (configuration not stated)	115	0	104	1	-2	110	-3	-1	-1	12	-27
COc1cc(NC(=O)c2cccc(COCC(F)(F)C(F)F)c2)cc(OC)c1OC	97	-5	99	-8	-11	96	-14	-4	-11	-14	-5
Cc1ccc(S(=O)(=O)NCC(=O)OCC(=O)N(Cc2ccccc2)C(C)(C)C)cc1	98	-3	78	-6	-5	96	-1	-4	-5	0	-2
COc1cc(NS(=O)(=O)c2ccc(N/C=C(\C=O)c3nc4ccccc4o3)cc2)nc(OC)n1	107	-1	102	-5	-7	101	-16	-5	-4	20	13
CC(=O)Nc1ccc2c(c1)nc(CCNC(=O)c1ccccc1)n2C	101	-19	103	-22	-15	100	-18	-16	-24	-4	-7
O=C1N=C(N2CCOCC2)S/C1=C/c1cc2c(cc1[N+](=O)[O-])OCO2	?	.	102	.	.	105	.	.	.	14	-43
O=C(N/N=C/c1ccc([N+](=O)[O-])cc1)c1cnccn1	?	.	100	.	.	98	.	.	.	-14	-37
CCOC(=O)c1oc2ccc(S(=O)(=O)n3nc(-c4ccc(C)cc4)cc3N)cc2c1C	95	1	100	0	-3	98	-9	-5	-5	1	-8
N#Cc1ccccc1-n1c(N)c(C(=O)N2CCCC2)sc1=S	94	5	88	5	5	93	2	3	4	-6	-18
Cc1ccccc1CSc1nnc(C)n1N	99	-2	102	-3	-3	102	-16	-8	-8	.	-3
Cc1cc(C)n(CC(=O)N/N=C/c2cccc([N+](=O)[O-])c2)n1	103	10	99	11	17	103	17	10	11	2	-17
NS(=O)(=O)c1ccc(CNC(=O)CC23CC4CC(CC(C4)C2)C3)cc1	100	-6	98	-5	-10	102	-23	-14	-9	-20	-19
Cc1ccc(S(=O)(=O)N2CCOCC2)cc1C(=O)NCc1ccc(F)cc1	104	2	103	0	1	104	-8	-7	-7	17	-25
Cc1cc(C)n(Cc2cnc(N3CCOCC3)s2)n1	100	1	103	-2	1	105	-5	0	1	9	-14
N#Cc1c(-c2ccccc2)c(-c2ccccc2)nn(CC(=O)NNC(=O)Nc2ccc(Cl)c(Cl)c2)c1=O	94	4	99	1	-2	97	-12	-3	-1	-41	-40
CCOC(=O)c1[nH]c(C)c(C(=O)OCC(=O)N2CCCCC2C)c1C (configuration not stated)	99	2	103	-1	-6	102	-8	-7	-6	-19	-4
CC(=O)c1cccc(NC(=O)C(=O)c2cn(CC(=O)N3CCCCC3)c3ccccc23)c1	99	-1	102	-1	-4	102	-3	0	-9	-6	-2
CN1CCc2c(sc3ncn4nc(-c5ccccc5O)nc4c23)C1	99	15	96	1	9	97	7	5	24	37	-34
CC1CCN(C(=O)c2ccc(SCc3ccccc3F)c([N+](=O)[O-])c2)CC1	102	-4	97	-7	-8	105	2	-1	-5	5	-17
Cn1c(Cc2ccccc2)nnc1SCC(=O)Nc1cccc(S(=O)(=O)NC2=NCCCCC2)c1	?	0	102	2	-1	102	-7	-8	-4	11	-16
Nc1cccc(-c2nc3ccc(N)cc3s2)c1	74	5	95	14	0	89	0	8	18	29	-24
Cc1cccc2nc(C(F)(F)F)nc(=O)n12	103	4	102	-5	-1	103	-10	-2	-4	4	16
COC(=O)Cc1ccc(NC(=S)NN2CCOCC2)cc1	99	-8	104	-5	-9	105	-3	-6	-9	4	-4
Cc1cc(=O)oc(C)c1C(=O)NCc1ccco1	101	0	103	-1	-3	105	-1	0	-1	14	-30
CC(C)(C)C(=O)N1CCN(c2ncccc2C(F)(F)F)CC1	?	.	101	.	.	104	.	.	.	-2	-17
COc1cccc(N2C(=O)C3CCCN3C2c2ccc(Cl)cc2)c1 (configuration not stated)	102	-1	92	1	1	105	-1	0	0	8	-12
COCCN(C(=O)c1ccc2ccccc2c1)c1c(N)n(Cc2ccccc2)c(=O)[nH]c1=O	99	-2	104	2	0	101	7	3	2	2	-30
O=C(Nc1cnn(Cc2ccc(Cl)c(Cl)c2)c1)C12CC3CC(CC(C3)C1)C2	.	-3	.	-1	-8	.	-2	-6	-4	-7	4
CCc1cc(=O)oc2cc(OCC=C(C)C)ccc12	102	-3	104	-8	-5	104	3	0	0	15	-3
O=C(Cn1c(=O)n(-c2ccccc2)c(=O)n1CC(=O)N1CCCCC1)N1CCCCC1	103	1	96	4	4	113	2	3	5	13	-21
CCOc1nc(-c2ccccc2)ccc1-c1noc(-c2ccco2)n1	98	-1	101	-3	-7	102	-18	-11	-6	-1	-8
CCOC(=O)/C(C#N)=C/N1CCOCC1	?	.	96	.	.	93	.	.	.	17	-1
CCOC(=O)/C(C#N)=N/Nc1ccccc1C(=O)O	?	.	100	.	.	99	.	.	.	0	-8
Cc1c(NC(=O)C(C)Sc2ccc3ccccc3n2)c(=O)n(-c2ccccc2)n1C (configuration not stated)	103	0	101	-3	-8	102	-10	-10	-8	5	-2
CCOc1ccccc1NC1=NCC(=O)N1Cc1ccc(F)cc1	95	2	96	2	4	100	0	4	1	5	2
Cc1ccc(S(=O)(=O)N2CCN(C(=O)CN3CCN(C)CC3)C2)cc1	94	0	103	-1	0	99	-3	-2	0	30	-19
Cc1nc2ccc(S(=O)(=O)Nc3ccc(-c4nc5cccnc5s4)cc3)cc2s1	98	-3	103	-4	-2	99	-3	-2	-2	17	14
Clc1ccc(Nc2nc(NCCN3CCOCC3)nc(N3CCOCC3)n2)cc1	103	0	108	-4	-6	104	-15	-5	-6	7	-35
COC(=O)c1c(-c2ccc(C)cc2)csc1NC(=O)C1CC=CCC1C(=O)O (configuration not stated)	103	-7	99	-4	-6	102	-7	-6	-2	9	-2
CCOc1ccc(NC(=NCc2ccc3c(c2)OCO3)SC2CC(=O)N(c3ccccc3)C2=O)cc1 (configuration not stated)	94	.	82	.	3	91	.	.	.	35	4
FC(F)(F)c1cnc(N2CCCN(C(=S)Nc3ccccc3)CC2)c(Cl)c1	?	.	100	.	.	95	.	.	.	4	-29
Cc1ccc(S(=O)(=O)N2CCCCC2)c(C)c1NS(C)(=O)=O	99	-1	99	-2	0	96	0	-4	0	6	-23
CCn1nnc(NC(=S)NC(=O)c2ccc(-c3cccc(Cl)c3)o2)n1	?	.	93	.	.	90	.	.	.	25	-49
Cc1cc(F)ccc1S(=O)(=O)Nc1c(C)n(C)n(-c2ccccc2)c1=O	99	0	101	1	-2	99	-10	-6	-4	2	-16
CN(C(=O)CSc1nnc(-c2cccc(F)c2)n1N)C1CCS(=O)(=O)C1 (configuration not stated)	94	-3	96	-1	0	100	-6	-5	-3	10	-2
N#CC(=C=[N-])C1=C(C#N)C(c2ccccc2F)C([n+]2ccccc2)C(O)(C2CC2)N1 (configuration not stated)	104	0	87	-3	-3	105	-5	-6	-7	-14	-16
Nn1c(SCc2ccc(F)cc2)nnc1-c1ccncc1	?	.	98	.	.	96	.	.	.	17	-83
CC(=O)c1sc(N/N=C2\CC3CCC2(C)C3(C)C)nc1C (configuration not stated)	97	0	97	-2	-1	101	-6	-2	-5	26	-7
CCCCNc1nc(C)c(C(C)=O)cc1C#N	?	-3	101	5	0	103	0	4	2	13	-5
COc1cccc(NC(=O)CSc2nc3c(sc4ccccc43)c(=O)n2CCN(C)C)c1	100	0	100	0	2	101	-2	-4	0	24	-26
Cc1cc(C)nc(NC(=O)c2cnc3sccn3c2=O)n1	96	3	97	4	0	103	-7	-4	-2	30	7
COc1ccc(NC(=O)c2cc3c(=O)n4ccccc4nc3n2C)cc1OC	107	1	100	1	0	102	-7	-6	-1	3	-8
CC1=NN(C(=O)CSCc2ccccc2)C(O)(c2ccccc2)C1 (configuration not stated)	103	-3	101	-3	-2	101	1	0	-4	18	1
CC(C)NS(=O)(=O)c1ccc(CCC(=O)NCc2ccc3c(c2)OCO3)cc1	99	-3	96	-5	-4	95	-4	-4	-6	9	-19
CC(C)(C)NC(=S)NCc1ccco1	102	24	96	25	31	103	35	24	19	27	-35
CCCCn1c(=O)[nH]c(=O)c2c1nc(-c1ccc(C)c([N+](=O)[O-])c1)n2CC	106	-2	106	0	-1	103	-11	-2	-9	-3	-6
CCCCOC(=O)Nc1ccccc1C(=O)N1CCCC1	102	-4	104	-2	-4	101	0	3	-3	-8	-4
COc1ccc(CCNC(=O)COc2ccc(S(=O)(=O)NC3CCCCC3)cc2Cl)cc1OC	105	-6	102	-4	-10	102	-6	-8	-5	4	8
Carrying on:
SMILES	RGS7-Gao	Bim-Bcl-W	RGS8-Gao	Mcl-1 Bim block	Bcl-XL Bim block	RGS4-Gao reg	Bfl-1 Bim block	Bcl-2 Bim block	Bcl-B Bim block	Mcl1-Noxa inh	Mcl1 Bid PPI
Cc1ccc(NC(=O)C2(c3ccccc3)CCOCC2)cc1	102	0	86	1	0	100	1	2	4	0	3
CC(C)=Cc1oc2ccc([N+](=O)[O-])cc2c1N1CCOCC1	105	-2	100	-2	-2	100	-4	-3	-6	0	-53
CCOc1cc(C2C(C#N)=C(N)Oc3n[nH]c(-c4ccccc4)c32)ccc1O (configuration not stated)	93	-2	97	-1	0	90	-11	-5	-8	-3	-15
O=C(c1ccco1)N1CCN(S(=O)(=O)c2ccc(S(=O)(=O)NC3CCCC3)cc2)CC1	100	0	100	0	-1	101	0	0	-5	15	1
CN(C(=O)COC(=O)c1ccc([N+](=O)[O-])cc1Cl)C1CCCCC1	95	-4	100	0	-1	97	-4	-5	-4	4	-9
CC(=O)N(C)c1nc(N)n(-c2ccccc2)n1	97	0	97	1	0	95	-6	-2	0	11	-5
Cc1cccn2c(CNCC(C)Oc3cccnc3)c(C(=O)N3CCOCC3)nc12 (configuration not stated)	?	.	101	.	.	105	.	.	.	-18	-13
COC(=O)c1c(NC(=O)CN(c2ccc(C)c(C)c2)S(C)(=O)=O)sc2c1CCCC2	108	-6	101	-3	-6	101	-17	-6	-7	-5	-14
CS(=O)(=O)c1ccc(C(=O)NCC(c2ccco2)N2CCCCC2)cc1 (configuration not stated)	102	-1	108	-1	-1	105	-10	-2	-6	6	-17
CCOC(=O)C1=C(CS(=O)(=O)c2ccccc2)NC(=O)NC1c1ccccc1 (configuration not stated)	100	-2	101	0	-4	104	-11	-9	-8	1	-27
COC(=O)c1cccc(NC(=S)NC(C)C)c1	97	-6	98	-2	0	101	1	0	4	10	-17
Cc1ccc(/C=C/C(=O)Nc2cccc3cccnc23)o1	97	1	96	1	-2	97	6	8	-3	21	-7
Cc1ccc(N2C(=O)c3ccccc3C2=O)cc1C	94	-3	90	-8	-7	87	-8	-9	-10	11	1

Taken from the listing for reference:
SMILES	RGS7-Gao	Bim-Bcl-W	RGS8-Gao	Mcl-1 Bim block	Bcl-XL Bim block	RGS4-Gao reg	Bfl-1 Bim block	Bcl-2 Bim block	Bcl-B Bim block	Mcl1-Noxa inh	Mcl1 Bid PPI
Cc1ccc(/C=C/C(=O)Nc2cccc3cccnc23)o1	97	1	96	1	-2	97	6	8	-3	21	-7
Cc1ccc(N2C(=O)c3ccccc3C2=O)cc1C	94	-3	90	-8	-7	87	-8	-9	-10	11	1

Bioassay records: PubChem, several laboratories

The order is random, and some 2.7% of all compounds hit somewhere here.
